Screening data deposited in PubChem BioAssay by several laboratories.
PMI inhibitors – MPI enzyme activity inhibition – biochemical, fluorescence intensity, coupled assay, primary screen (AID 1209); purified PMI enzyme, coupled fluorescence intensity; higher % means a stronger effect; one-dose inhibition, % at 20 µM; IC50 in µM for titrated hits; 190,000 tested, 0.42% active;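 note: plate controls were DMSO vehicle for no effect and wells lacking substrate for full effect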
West Nile antiviral – inhibition of WNV-induced cytopathic effect – cell-based, CPE readout (AID 1621) | West Nile virus-infected cells, CPE inhibition; higher % means a stronger effect | CPE inhibition, % at 10 µM; hits with a dose series show IC50 in µM | 290,000 tested, 0.02% active; in the data active = a potency from the dose series; inconclusive = CPE inhibition mostly from about 3.7% at the one dose, without a potency; inactive = the rest, 99 in 100 with CPE inhibition below about 2.2%; note: strong numbers were not always called active
human PMI inhibitors – MPI inhibition at elevated mannose 6-phosphate – biochemical, fluorescence intensity, high mannose 6-phosphate, primary screen (AID 1220); recombinant PMI enzyme, coupled fluorescence intensity; higher % means a stronger effect; inhibition, % at 20 µM; hits with a dose series show IC50 in µM; 190,000 tested, 0.66% active
RSV antiviral HEp-2 – inhibition of RSV-induced cytopathic effect – HEp-2 cells, primary 10 µM value included (AID 2391). HEp-2 cells, RSV-induced CPE inhibition; higher % means a stronger effect. CPE inhibition, % at 10 µM; hits with a dose series show IC50 in µM. 310,000 tested, 0.13% active; in the data active = a potency from the dose series; inconclusive = CPE inhibition mostly from about 23% at the one dose, without a potency; inactive = the rest, 99 in 100 with CPE inhibition below about 21%; note: strong numbers were not always called active
UTI89 phage lysis – inhibition of K1F phage lysis, E. coli UTI89, bacterial capsule biogenesis inhibitors, alamar blue (AID 488966) | 340,000 tested, 0.02% active | inhibition, % at 100 µM; hits with a dose series show IC50 in µM | E. coli UTI89 K1F phage lysis, alamar blue, 2 h; higher % means a stronger effect;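 active = phage lysis inhibition, versus mean bacterial control, above a set limit; inconclusive = no clear call, values can overlap the other calls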;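 note: capsule biogenesis inhibitors block K1F phage lysis so surviving cells raise fluorescence; higher fluorescence means more inhibition of phage lysis; actives were called in the ten point dose series up to 300 µM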
T cell modulator – T cell immune modulation candidate; 2C CD8+ T cell-vesicle binding, flow cytometry; hits give low values; calls only at 7 µM; 330,000 tested, 0.068% active; AID 2052;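 active = response, share of CD8 T cells binding vesicles, and their 90th percentile fluorescence all below set limits, cut at about 80% in these data, passing the limit was not always enough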
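material = purified 2C TCR transgenic mouse naive CD8+ T cells | controls = Unloaded micro-vesicles (low), QL9 vesicles with 0.7% DMSO (high) | detection = cytometric PE anti-B7-1 and Alexa647 anti-CD8 signals after 1% paraformaldehyde fixation | incubation = binding step 1.5 h, 37 °C, antibody labelling 20 min, ice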
P. falciparum M17LAP – P. falciparum M17LAP inhibitors, primary screen, biochemical, fluorogenic H-Leu-NHMec substrate, 1536-well (AID 1619) | recombinant M17LAP, H-Leu-NHMec fluorogenic kinetic assay; higher % means a stronger effect | one-dose inhibition, % at 30 µM; IC50 in µM for titrated hits | 220,000 tested, 0.38% active;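 active = compound inhibiting the enzyme by more than half at any dose during confirmatory dose-response retesting; inconclusive = strong single-dose inhibitors picked by rank but not retested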;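 note: plate controls were full reaction with DMSO carrier for no effect and no enzyme background for full effect; strong numbers were not always called active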
P. falciparum M1AAP – malaria alanyl aminopeptidase activity blockers – biochemical, fluorogenic H-Leu-NHMec substrate, 1536-well (AID 1445). 220,000 tested, 0.42% active. recombinant M1AAP, H-Leu-NHMec fluorogenic kinetic assay; higher % means a stronger effect. inhibition, % at 30 µM; hits with a dose series show IC50 in µM;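 active = primary inhibition above the hit cutoff, then over 50% inhibition at one or more dose response concentrations, cut at about 23% in these data, passing the limit was not always enough; inconclusive = conflicting primary data, or primary hits not chosen for dose response; inactive = low primary inhibition, or under 50% at every dose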;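 note: plate controls were DMSO full reaction for no effect and no enzyme background for full effect; strong numbers were not always called active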
TNAP activators – human TNAP enzyme activators, primary screen, biochemical, luminescent, no phosphate acceptor, uHTS (AID 1001); purified TNAP, luminescent activation assay, no phosphate acceptor; higher activation fold means a stronger effect; activation fold at 20 µM, or EC50 in µM where a hit was titrated; 200,000 tested, 0.03% active; in the data active = activation fold from about 3, or a potency from the dose series; inactive = the rest, 99 in 100 with activation fold below about 1.6; note: many of its hits are not listed in these tables
T cell modulator vesicle-bound % – further read-out of T cell modulator, marked with its call; double positive events, %; measured here: CD8+ vesicle-bound cell fraction;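 binding gate set so that unloaded-vesicle control wells show 10% double positive cells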
The depositor's hits bear a star; i = inactive; ? = inconclusive; . = not tested or not shown; [ ] = remark or other dose. Cut-off read from the data, not from the text of the source, unless noted: active = inhibition above about 50%; inactive = the rest.

nr	compound	P. falciparum M17LAP	P. falciparum M1AAP	RSV antiviral HEp-2	PMI inhibitors	TNAP activators	human PMI inhibitors	UTI89 phage lysis	T cell modulator	West Nile antiviral	T cell modulator vesicle-bound %
1	Nc1ccc(C(=O)n2c3ccccc3c3ccccc32)cc1	-14.7%	1.1%	0.2%	7.4%	1.1	10.4%	1.0%	i	0.6%	12.5
2	O=C(CSc1ccc2nnc(-c3cccc(F)c3)n2n1)N1CCCc2ccccc21	8.8%	-2.0%	3.2%	-2.6%	1.8	-17.9%	4.4%	i	-0.1%	45.8
3	COc1ccc(S(=O)(=O)N2CCc3ccccc32)cc1C(=O)OCc1nnc(-c2ccccc2)o1	-2.8%	-4.7%	0.5%	3.3%	1	6.8%	3.2%	i	0.6%	43.4
4	COCCn1c(CN2CC(C)CC(C)C2)nc2c1c(=O)n(C)c(=O)n2C (stereo not drawn)	0.9%	4.4%	0.9%	7.5%	1	3.1%	0.8%	i	-0.2%	36.6
5	O=C(c1ccc(N2CCCCC2)c([N+](=O)[O-])c1)N(c1ccccn1)c1ccccn1	29.4%	8.3%	3.1%	-10.6%	1.1	-2.5%	0.3%	i	0.1%	50.0
6	CCOc1ccc(CC(=O)N2N=C(C)CC2(O)C(F)(F)F)cc1 (stereo not drawn)	5.8%	2.1%	0.3%	-4.1%	1	-2.5%	4.6%	i	-0.5%	22.9
7	CCOc1ccccc1NC(=O)c1cc2ccccc2oc1=O	.	.	3.5%	.	.	.	-0.3%	i	1.8%	61.3
8	Cc1cc(C)nc(SCc2cc(=O)c(OC(=O)c3ccc(S(=O)(=O)N4CCCC4)cc3)co2)n1	-1.9%	-1.5%	0.8%	-1.3%	1	-1.3%	1.0%[50 µM]	i	-0.3%	55.4
9	CC(=O)Nc1ccc(C#Cc2ccc(NC(C)=O)cc2)cc1	1.3%	3.7%	18.0%	-4.1%	1.1	-3.8%	-0.1%	i	-0.6%	33.2
10	O=C(Nc1nc(-c2ccc3c(c2)OCO3)cs1)c1ccncc1	3.2%	1.0%	0.6%	5.3%	1.1	6.8%	-0.4%	i	0.5%	16.9
11	CCCc1cc(=O)oc2cc(C)cc(OCC(=O)NCCCn3ccnc3)c12	.	.	-1.7%	.	.	.	0.1%	i	-0.4%	48.4
12	Cc1ccc(C)n1-n1c(C)nc2sc3c(c2c1=O)CCCCC3	8.4%	15.2%	-0.1%	20.7%	1.1	13.8%	1.7%	i	-0.3%	56.0
13	COCCCNC(=O)c1oc2ccc(S(=O)(=O)N3CCOCC3)cc2c1C	.	.	2.4%	.	.	.	0.1%	i	1.1%	44.7
14	COc1ccc2c(c1)-c1nc(/N=C/c3ccccc3O)sc1CC2	-10.2%	8.4%	0.9%	70.0%*	1.1	.	1.0%	i	-1.3%	44.7
15	Cc1onc(-c2ccccc2)c1C(=O)Nc1cc(C(F)(F)F)ccc1N1CCOCC1	-5.4%	-2.1%	2.9%	19.8%	1.1	20.1%	8.4%	i	-0.1%	36.6
16	CCN(CC)c1ccc(/C=N/N2C(=O)c3ccccc3C2=O)c(O)c1	10.4%	13.3%	1.1%	-37.0%	1	-18.7%	0.0%	i	-0.7%	41.5
17	CC1CCN(C(c2nnnn2CCc2ccccc2)C(C)C)CC1 (stereo not drawn)	-2.8%	1.9%	-0.1%	-22.8%	1.1	-18.8%	-0.2%	i	-0.8%	7.3
18	O=C(NCc1ccncc1)c1ccc2nc(Cc3ccccc3F)oc2c1	.	.	3.5%	.	.	.	4.2%[50 µM]	i	0.8%	70.0
19	CCCCn1c(=O)[nH]c(=O)c2c1nc(-c1ccc(OC)c(Br)c1)n2CC(C)C	.	.	11.7%	.	.	.	0.1%	i	1.0%	25.4
20	O=C(Cn1nnc(-c2ccncc2)n1)N(C1CCCCC1)C1CCCCC1	-5.2%	0.4%	0.3%	5.5%	1.1	4.3%	-0.2%	i	0.0%	39.0

Printed as active in PMI inhibitors, of those listed so far:
nr	compound	P. falciparum M17LAP	P. falciparum M1AAP	RSV antiviral HEp-2	PMI inhibitors	TNAP activators	human PMI inhibitors	T cell modulator	West Nile antiviral	T cell modulator vesicle-bound %
14	COc1ccc2c(c1)-c1nc(/N=C/c3ccccc3O)sc1CC2	-10.2%	8.4%	0.9%	70.0%*	1.1	.	i	-1.3%	44.7

(more compounds)
nr	compound	P. falciparum M17LAP	P. falciparum M1AAP	RSV antiviral HEp-2	PMI inhibitors	TNAP activators	human PMI inhibitors	UTI89 phage lysis	T cell modulator	West Nile antiviral	T cell modulator vesicle-bound %
21	Cc1ccnc(N/C=C(/NC(=O)c2ccccc2)C(=O)N/N=C\c2ccc(F)cc2)n1	1.3%	7.4%	2.1%	12.3%	1.1	4.9%	-0.3%	i	-0.1%	30.0
22	CCCC(=O)Nc1sc(C)c(-c2ccc(OC)cc2)c1C#N	1.6%	3.0%	0.9%	6.0%	1.1	-0.3%	0.0%	i	-0.1%	40.1
23	NNC(=S)Nc1cccc(Cl)c1	16.3%	8.2%	0.2%	.	.	.	0.0%	i	0.6%	40.2
24	CCOC(=O)Cn1cc(-c2ccccc2)nn1	-0.9%	-0.4%	1.0%	-2.9%	1.1	0.9%	0.7%	i	0.0%	4.5
25	COCCn1c(COc2ccc(C)cc2)nc2ccccc21	6.9%	8.0%	0.8%	7.1%	1.1	5.9%	0.7%	i	-0.2%	20.3
26	CCN(CC)CCNc1ccc(CO)c2sc3ccccc3c(=O)c12	5.5%	11.1%	-3.3%	21.6%	0.9	44.8%	1.0%	i	-0.1%	20.9
27	O=C(O)c1ccccc1CSc1nc2ccccc2[nH]1	.	.	0.2%	.	.	.	-0.6%	i	0.2%	19.5
28	CCOC(=O)C1C(c2cccc(F)c2)NC(=S)NC1(O)C(F)(F)F (stereo not drawn)	-10.6%	5.5%	2.5%	-23.1%	1.2	-28.2%	1.2%[50 µM]	i	-0.3%	4.1
29	Cc1cc2n(c(=O)c1C#N)CCCN2c1ccccc1	38.2%	8.4%	0.4%	-1.6%	1	8.4%	1.0%	i	-0.3%	47.4
30	C/C=C(/C)C(=O)OC1Cc2c(ccc3ccc(=O)oc23)OC1(C)C (stereo not drawn)	-5.1%	0.0%	1.2%	.	.	.	-0.1%	i	-0.3%	30.7
31	N#Cc1ccc(S(=O)(=O)N2CCN(c3ncccn3)CC2)cc1	3.3%	7.5%	3.0%	.	.	.	0.2%	i	0.5%	49.1
32	CCc1ccn2cc(-c3ccc4c(c3)OCO4)nc2c1	-17.1%	0.4%	?	.	.	.	.	i	-0.6%	28.3
33	Cc1ccc(C)c(N2CCN(CCCNC(=O)Cn3c(=O)c4cccn4c4cccnc43)CC2)c1	.	.	-0.1%	.	.	.	0.5%	i	-0.3%	22.8
34	COc1cc(C(=O)Oc2ccc(/C=N/NC(=O)c3ccncc3)cc2)cc(OC)c1OC	.	.	1.1%	.	.	.	1.8%[50 µM]	i	-0.2%	13.0
35	Cc1ccccc1NC(=O)CC(=O)Nc1ccccc1C	.	.	1.7%	.	.	.	0.1%	i	-0.3%	27.2
36	CCOC(=O)c1ccc(NC(=O)CNS(=O)(=O)c2ccccc2)cc1	9.8%	2.0%	1.7%	-0.7%	1	0.7%	1.2%	i	0.1%	58.3
37	COc1ccc(-n2cnc3sc(-c4ccccc4)cc3c2=O)cc1	-2.3%	-2.3%	1.5%	-5.2%	1.1	-7.8%	3.2%	i	-0.7%	8.3
38	CCC1=NN(C(=O)CCc2ccccc2O)C(O)(C(F)(F)F)C1 (stereo not drawn)	0.6%	9.4%	0.7%	9.6%	1.1	-1.6%	6.7%	i	-0.1%	37.8
39	O=C(NCC1CCOCC1)c1ccc2nc(Cc3cccc(Cl)c3)oc2c1	.	.	4.2%	.	.	.	0.1%	i	0.1%	53.6
40	Cc1cc(C)c2c(N)c(C(=O)NC3CC3)sc2n1	0.0%	5.8%	1.5%	-15.9%	1.1	-57.3%	-0.2%	i	0.2%	29.9

Going on with the list.
nr	compound	P. falciparum M17LAP	P. falciparum M1AAP	RSV antiviral HEp-2	PMI inhibitors	TNAP activators	human PMI inhibitors	UTI89 phage lysis	T cell modulator	West Nile antiviral	T cell modulator vesicle-bound %
41	CC1CCCC(NC(=O)CN2C(=O)c3cccnc3Oc3ccc(Cl)cc32)C1C (stereo not drawn)	.	.	4.9%	.	.	.	0.5%	i	-0.3%	36.8
42	COc1cc(C(=O)NC2=NCCS2)ccc1OCc1c(C)noc1C	9.4%	7.0%	0.3%	4.4%	1.1	-1.5%	0.0%	i	0.2%	32.4
43	Clc1cccc(Nc2nc(N3CCOCC3)nc(N3CCOCC3)n2)c1	.	.	1.5%	.	.	.	-0.1%	i	-0.1%	7.6
44	CCN1CCc2c(sc(N)c2C(N)=O)C1	4.6%	7.5%	1.7%	4.3%	1.1	26.7%	-0.1%	i	.	57.8
45	CCCOC(=O)c1ccc(NC(=O)c2cn(CC)c3nc(C)ccc3c2=O)cc1	-2.1%	1.8%	.	-7.8%	1	-3.8%	.	.	.	.
46	COc1cccc(-n2c(SCC(=O)NC3CCCCC3)nc3n[nH]c(C)c3c2=N)c1	15.4%	57.3%*	-1.4%	-7.9%	1.3	-6.2%	12.8%	i	0.6%	44.3
47	Cn1c(=O)c2c3c(sc2n2cnnc12)CCC3	6.6%	-1.8%	30.8%	6.2%	1.1	-0.1%	-0.9%	i	0.5%	28.7
48	COc1ccc(NS(=O)(=O)c2cc(OCC(N)=O)c(C)cc2Cl)cc1	0.8%	4.2%	6.3%	10.6%	1.1	2.4%	4.3%	i	-0.4%	30.1
49	CCc1ccc(NC(=S)N(CCCN2CCOCC2)Cc2ccco2)cc1	-3.4%	1.9%	6.1%	0.5%	1.1	3.1%	3.2%	i	-0.8%	2.3
50	O=C(Nc1nccs1)c1ccc(-c2ccc(Cl)cc2)o1	2.6%	16.9%	48.0%	7.6%	1.1	10.9%	0.1%	i	-1.1%	30.6
51	COc1ccc(OCC(=O)Nc2ccc(NC(=O)c3cccs3)c(OC)c2)cc1	4.2%	-0.5%	0.1%	9.8%	1.1	4.4%	-0.4%	i	0.2%	32.2

This is a random part of the collection; about 1.5% have a hit in one of these screens.
